Screening data (PubChem BioAssay)
PLC-beta3 inh – human PLC-beta3 inhibitors, primary screen, biochemical, fluorescence; 1-phosphatidylinositol 4,5-bisphosphate phosphodiesterase beta-3 (Homo sapiens), Q01970; Purified PLC-beta3, fluorogenic substrate; inhibition, % at 12.2 µM; hit rate 0.18% among 370,000; AID 720704, 2013; in the data active = inhibition above about 11%;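 also: 0% = median of compound wells on plate and 100% = full blocker control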
ARFGAP1 inh – inhibitors of rat ARFGAP1 GAP activity, primary screen, biochemical, fluorescence polarization, GDP tracer; ADP-ribosylation factor GTPase-activating protein 1 (Rattus norvegicus), Q62848; Arfgap1-stimulated ARF1 GTP hydrolysis, GDP FP detection; inhibition, % at 16.5 µM; hit rate 0.26% among 360,000; AID 651572, 2012;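 active = inhibition above a per-plate limit, mean inhibition of low control wells plus 3 SD, cut at about 25% in these data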;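 also: 0% = DMSO wells with enzyme and 100% = wells lacking Arfgap1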
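system = rat Arfgap1 catalytic domain, aa 1-136 | technique = FP, GDP Alexa 633 tracer displaced from anti-GDP antibody, 620/688 nm | compound = one concentration, 16.5 µM, DMSO 1.26% | medium = HEPES-based buffer, pH 7.5 | timing = compound-enzyme preincubation 20 min, reaction 120 min, detection 60 min, 25 °C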
Tn6 DDE FP – inhibitors of Tn6 peptide binding to fibrin DD(E), primary screen, biochemical, fluorescence polarization, human fibrin, Tn6 probe. Fibrinogen beta chain (Homo sapiens), P02675. Fibrin DD(E) TRITC-Tn6 fluorescence polarization displacement. inhibition, % at 8.3 µM. hit rate 0.21% among 370,000. AID 720509, 2013;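 active = inhibition above a per-campaign cutoff: mean of compounds within control limits plus 3 SD, cut at about 15% in these data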;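 also: 0% = median of all compound wells on the plate and 100% = blocking peptide control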
Target sequence (P02675 whole entry, looked up): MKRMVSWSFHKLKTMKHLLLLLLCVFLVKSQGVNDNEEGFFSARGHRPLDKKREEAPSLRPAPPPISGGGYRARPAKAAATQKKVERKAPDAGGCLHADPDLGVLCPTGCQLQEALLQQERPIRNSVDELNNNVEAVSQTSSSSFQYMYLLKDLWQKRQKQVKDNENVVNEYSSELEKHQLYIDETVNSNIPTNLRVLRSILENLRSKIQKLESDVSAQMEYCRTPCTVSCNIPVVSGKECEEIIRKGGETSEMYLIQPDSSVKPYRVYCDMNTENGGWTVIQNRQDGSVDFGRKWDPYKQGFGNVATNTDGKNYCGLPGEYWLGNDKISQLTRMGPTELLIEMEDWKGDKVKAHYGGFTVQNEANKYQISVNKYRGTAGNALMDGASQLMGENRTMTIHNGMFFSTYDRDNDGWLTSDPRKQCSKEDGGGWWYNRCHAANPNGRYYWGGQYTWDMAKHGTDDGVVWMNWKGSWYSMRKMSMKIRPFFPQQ
HGIII-sPLA2 inh – human group III sPLA2 inhibitors, primary screen, biochemical, QFRET, BODIPY PC-A2 liposome substrate; QFRET BODIPY PC-A2 liposome hydrolysis, fluorescence; AID 743126, 2013; hit rate 0.56% among 370,000; inhibition, % at 12.2 µM;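 active = inhibition above mean plus 3 SD of compounds lying within the high and low control bounds, cut at about 19% in these data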;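 also: 0% = median of test compound wells and 100% = no enzyme DMSO wells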
Rev-erbA mod – modulators of Rev-erb alpha DNA binding, primary screen, biochemical, FITC-DNA, fluorescence polarization, uHTS. activity, % at 10 µM. AID 1259318, 2017. Nuclear receptor subfamily 1 group D member 1 (Homo sapiens), P20393. hit rate 0.79% among 370,000. Rev-erbα–FITC-DNA binding, 90 min;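 active = activity above about 14%, limit read from the data; passing the limit was not always enough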;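 also: 0% = DMSO wells with 35 nM protein and 100% = DMSO wells with 750 nM protein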
PLCg1 inh – PLC-gamma1 enzyme inhibitors, primary screen, biochemical, fluorescence, purified enzyme; 1-phosphatidylinositol 4,5-bisphosphate phosphodiesterase gamma-1 (Homo sapiens), P19174; fluorogenic substrate; hit rate 0.84% among 370,000; AID 720700, 2013; inhibition, % at 12.2 µM; in the data active = inhibition above about 9.5%
ASAP1 GAP inh – inhibitors of human ASAP1 ArfGAP activity, primary screen, biochemical, fluorescence polarization; Arf-GAP with SH3 domain, ANK repeat and PH domain-containing protein 1 (Homo sapiens), …; ASAP1-stimulated ARF1 GTP hydrolysis, GDP FP detection; inhibition, % at 16.5 µM; hit rate 0.19% among 360,000; AID 624377, 2012; in the data active = inhibition above about 25%;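 also: 0% = vehicle with enzyme and substrate and 100% = no enzyme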
Target sequence (Q9ULH1 325-724 limits assumed): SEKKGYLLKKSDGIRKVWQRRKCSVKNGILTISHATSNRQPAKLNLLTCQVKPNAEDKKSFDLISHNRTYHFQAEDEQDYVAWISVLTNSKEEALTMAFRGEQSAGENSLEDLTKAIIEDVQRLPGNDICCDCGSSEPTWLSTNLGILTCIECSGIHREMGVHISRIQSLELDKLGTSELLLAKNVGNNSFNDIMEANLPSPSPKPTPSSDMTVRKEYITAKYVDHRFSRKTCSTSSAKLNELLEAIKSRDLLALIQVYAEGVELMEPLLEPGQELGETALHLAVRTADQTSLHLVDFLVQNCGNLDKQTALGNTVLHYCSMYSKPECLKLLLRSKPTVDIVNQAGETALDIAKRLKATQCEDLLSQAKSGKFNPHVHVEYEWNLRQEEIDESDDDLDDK
DDE Tn7 FP inh – inhibitors of Tn7 peptide binding to fibrin DD(E), primary screen, biochemical, fluorescence polarization, human fibrin, Tn7 probe; FP displacement of FITC-Tn7 peptide from fibrin DD(E); 0% = median of compound wells per plate; inhibition, % at 8.3 µM; hit rate 0.13% among 370,000;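 active = inhibition above the mean of compounds falling within the control limits plus 3 SD of them, cut at about 14% in these data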;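 also: 0% = plate median of compound wells and 100% = 10 µM Aha-Tn7 peptide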
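Assay system: Human clot-derived fibrin DD(E) complex | Buffer or medium: Tris/NaCl/CaCl2 buffer, pH 7.8 | Repeats: One replicate per compound | Benchmarks: Aha-Tn7 high control | Measure: % inhibition scaled between sample-field median and high-control FP | Schedule: 10 min plus 3 h, room temperature | Signal: Fluorescence polarization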
UHRF1 binding – UHRF1 methylated DNA binding inhibitors, primary screen, counter-screen for MBD2 inhibitor project, biochemical, TR-FRET, human UHRF1, single concentration. UHRF1 binding to methylated oligo. inhibition, % at 4.4 µM. hit rate 0.75% among 370,000. AID 687016, 2013; in the data active = inhibition above about 21%;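 also: UHRF1 SRA domain binding a hemimethylated CpG hairpin DNA probe; 0% = median of test compound wells and 100% = reference inhibitor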
proKLK7 act – proKLK7 zymogen activators, primary screen, biochemical, fluorescence intensity; AID 652039, 2013; purified proKLK7, EDANS-DABCYL substrate fluorescence; 100% is mature enzyme control, 0% vehicle; hit rate 0.9% among 370,000; activation, % at 7 µM;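 active = activation above the mean of all tested compounds plus 3 SD, computed per campaign excluding outliers beyond control limits, cut at about 13% in these data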
Active calls of the source: *; · = no result given.

cpd	SMILES	PLC-beta3 inh	ARFGAP1 inh	Tn6 DDE FP	HGIII-sPLA2 inh	Rev-erbA mod	PLCg1 inh	ASAP1 GAP inh	DDE Tn7 FP inh	UHRF1 binding	proKLK7 act
1	CC(C)C(=O)NC(C)C(c1cccs1)N1CCN(c2ccccc2)CC1 (stereo not drawn)	0	-6	-6	10	1	0	-9	-4	1	0.2
2	COc1ccc(N2CCN(C(=O)COC(=O)COc3ccc(C#N)cc3)CC2)cc1	0	12	-8	16	2	0	-4	-5	6	-0.1
3	CNC(=O)CN(CCc1ccccc1)S(=O)(=O)c1ccc(OC)cc1	-4	-10	1	10	-3	0	-4	-5	0	0.1
4	Cc1ccccc1-c1nnn(CC(=O)NCc2ccc3c(c2)OCO3)n1	1	14	0	-1	0	-3	8	8	7	-0.2
5	COc1cc(OC)c(C(=O)O/N=C(\N)c2cccc(C)c2)cc1OC	-25	5	-4	-13	5	-11	1	3	-2	0.8
6	O=C(O)C1C2C=CC3(O2)C1C(=O)N1c2ccccc2COC13 (stereo not drawn)	-1	-13	3	9	-7	-2	-14	2	2	-0.7
7	Cc1nn(-c2ccccc2)c(C)c1/C=N/NC(=O)c1cnccn1	-6	-9	2	1	-3	0	-6	-3	-3	0.1
8	O=C(CCc1n[nH]c(=O)[nH]c1=O)N1CCCCC1	-2	-3	-6	1	1	-1	7	-4	5	0.2
9	COc1ccc(NC(=O)CN2CCN(CC(=O)Nc3ccc(F)cc3F)CC2)cc1	3	-13	2	3	-4	2	-4	3	-2	0.7
10	COC(=O)C1=C(C)N(Cc2ccc(C(F)(F)F)cc2)C(=NCc2ccccc2)NC1c1ccc(C(F)(F)F)cc1 (stereo not drawn)	-2	5	-2	8	-4	1	3	0	2	-0.3
11	Cc1cc2nc(-c3ccc(=O)[nH]c3)n(Cc3ccccc3)c2cc1C	-61	-3	3	-17	0	-39	-4	0	-9	-0.6
12	CSCCC(NC(=O)c1ccc(Cl)cc1)C(=O)OCC(=O)Nc1cc(Cl)ccc1C#N (stereo not drawn)	2	-5	-1	-2	22	1	4	-5	2	0.1
13	COCCNC(=O)c1onc(CSc2cccc(Cl)c2)c1C(=O)O	-3	1	2	2	-5	-2	8	-6	-1	0.7
14	COc1ccc(Sc2nc(-c3ccccc3)ncc2C(=O)O)cc1	2	5	8	-1	-7	-4	-16	-3	-1	0.1
15	Cc1c(C(=O)N2CCCCCC2)oc2ccccc12	-1	4	-9	-2	7	-1	-5	-9	3	0.2
16	COc1ccccc1C(=O)n1nc(-c2ccccc2)nc1NCc1ccco1	-4	-6	-3	-2	-1	-1	-2	3	-6	-0.2
17	Cc1c(NC(=O)C23CC4CC(CC(C4)C2)C3)c(=O)n(-c2ccccc2)n1C	-6	-20	3	4	-1	0	3	5	1	-0.9
18	CC(C)(C)NCC(O)COc1ccccc1C(=O)CCc1ccccc1 (stereo not drawn)	-1	8	-1	13	4	-1	4	8	4	0.7
19	COC(=O)NNC(=O)Cc1cccc2ccccc12	3	-11	12	-1	-5	2	-3	1	-1	0.6
20	O=C(c1ccc2ccccc2c1)N1CCc2ccccc21	-8	15	13	-3	5	-5	3	0	1	-0.3
21	CCCCCOC(=O)C(C)c1c(C)[nH]c(=S)[nH]c1=O (stereo not drawn)	2	-3	-4	10	-5	1	7	-6	2	0.2
22	CC(=O)Nc1ccc(S(=O)(=O)N(C)CC(=O)OCC(=O)Nc2cc(C)on2)cc1	-2	-4	3	15	-2	1	-8	-3	1	0.0
23	COC(=O)N(C)C[C@@H]1OCc2ccccc2-c2c(n(C)c3ccccc23)C(=O)N([C@H](C)CO)C[C@@H]1C	4	-14	-2	-3	-4	3	-7	0	5	0.1
24	CSCC[C@H](NC(=O)[C@@H]1CSC2c3ccccc3C(=O)N21)C(=O)NC1CCCC1 (stereo partly drawn)	-3	-4	3	-2	3	1	-3	-5	-2	0.1
25	Cc1ncc(CN2CCC(C(=O)Nc3ccc(-n4cccn4)cc3)CC2)s1	-3	1	2	-3	2	-2	10	-6	-4	-0.1
26	O=C(COc1ccc(Cl)cc1)OCC(=O)N1CCCC1	3	7	-5	-3	-2	1	-4	2	-1	0.1
27	CSCCC(NS(=O)(=O)c1ccccc1F)C(=O)NC(C)c1ccccc1 (stereo not drawn)	-26	9	-2	2	-2	-3	0	6	2	0.3
28	O=C(NCc1cccs1)C12CC3CC(CC(C3)C1)C2	2	6	7	0	4	-1	2	1	0	0.0
29	O=C1N(CC[C@@H](O)c2ccccc2)CCC12CCC(c1ccccc1)CC2 (stereo partly drawn)	2	·	1	0	3	3	·	1	3	·
30	CCc1nnc(NC(=O)c2ccc(S(=O)(=O)N3CCCCCC3)cc2)s1	-1	8	1	-5	3	1	-3	4	-4	0.1

Compound profiles, from the list above. Values in the order: PLC-beta3 inh, ARFGAP1 inh, Tn6 DDE FP, HGIII-sPLA2 inh, Rev-erbA mod, PLCg1 inh, ASAP1 GAP inh, DDE Tn7 FP inh, UHRF1 binding, proKLK7 act
CSCCC(NS(=O)(=O)c1ccccc1F)C(=O)NC(C)c1ccccc1 (stereo not drawn) is entered as -26, 9, -2, 2, -2, -3, 0, 6, 2, 0.3
COCCNC(=O)c1onc(CSc2cccc(Cl)c2)c1C(=O)O is entered as -3, 1, 2, 2, -5, -2, 8, -6, -1, 0.7
O=C(O)C1C2C=CC3(O2)C1C(=O)N1c2ccccc2COC13 (stereo not drawn) is entered as -1, -13, 3, 9, -7, -2, -14, 2, 2, -0.7
O=C1N(CC[C@@H](O)c2ccccc2)CCC12CCC(c1ccccc1)CC2 (stereo partly drawn) is entered as 2, ·, 1, 0, 3, 3, ·, 1, 3, ·
COc1ccc(N2CCN(C(=O)COC(=O)COc3ccc(C#N)cc3)CC2)cc1 is entered as 0, 12, -8, 16, 2, 0, -4, -5, 6, -0.1

Exported with each value named: three of the compounds above
#4 Cc1ccccc1-c1nnn(CC(=O)NCc2ccc3c(c2)OCO3)n1
  PLC-beta3 inh = 1; ARFGAP1 inh = 14; Tn6 DDE FP = 0; HGIII-sPLA2 inh = -1; Rev-erbA mod = 0; PLCg1 inh = -3; ASAP1 GAP inh = 8; DDE Tn7 FP inh = 8; UHRF1 binding = 7; proKLK7 act = -0.2

#5 COc1cc(OC)c(C(=O)O/N=C(\N)c2cccc(C)c2)cc1OC
  PLC-beta3 inh = -25; ARFGAP1 inh = 5; Tn6 DDE FP = -4; HGIII-sPLA2 inh = -13; Rev-erbA mod = 5; PLCg1 inh = -11; ASAP1 GAP inh = 1; DDE Tn7 FP inh = 3; UHRF1 binding = -2; proKLK7 act = 0.8

#6 O=C(O)C1C2C=CC3(O2)C1C(=O)N1c2ccccc2COC13 (stereo not drawn)
  PLC-beta3 inh = -1; ARFGAP1 inh = -13; Tn6 DDE FP = 3; HGIII-sPLA2 inh = 9; Rev-erbA mod = -7; PLCg1 inh = -2; ASAP1 GAP inh = -14; DDE Tn7 FP inh = 2; UHRF1 binding = 2; proKLK7 act = -0.7

Further entries:
cpd	SMILES	PLC-beta3 inh	ARFGAP1 inh	Tn6 DDE FP	HGIII-sPLA2 inh	Rev-erbA mod	PLCg1 inh	ASAP1 GAP inh	DDE Tn7 FP inh	UHRF1 binding	proKLK7 act
31	O=C(NC1CCCCC1)C(c1ccco1)N(C(=O)c1csnn1)c1ccc(Cl)cc1 (stereo not drawn)	-2	-3	-3	0	0	1	7	-2	1	0.6
32	Cc1ccccc1-c1nn(-c2ccccc2)cc1C(=O)NCC(c1ccco1)N1CCCC1 (stereo not drawn)	-8	9	-14	-5	8	2	-2	5	7	0.1
33	Cn1c(CSc2nc3ccccc3s2)nnc1SCC(=O)NCCCN1CCOCC1	1	5	2	-3	-4	1	0	0	3	-0.4
34	C[C@H]1[C@H](C)CC[C@]2(C)CC[C@]3(C)C(=CC(=O)C4[C@@]5(C)CC[C@H](O)C(C)(C)C5CC[C@]43C)[C@H]12 (stereo partly drawn)	6	-5	4	-1	4	2	4	3	0	-0.3
35	Cc1cc(NC(=O)c2nn3cccnc3c2Cl)no1	-17	1	10	-4	1	-17	-1	4	-1	0.1
36	COc1ccc(NC(=O)c2cc3ccccc3cc2O)cc1	-331	1	-1	-41	-3	-227	4	4	2	-59
37	Cc1cccc(-n2c(C)nc3cc(C(=O)NCC4CCCO4)ccc32)c1 (stereo not drawn)	-3	-10	7	1	-3	3	-7	7	-1	-0.4
38	O=C(c1ccccc1)c1ccc(N2CCCC2)cc1	-81	2	-5	5	0	-62	-11	-1	8	0.2
39	CCc1cc2c3c(c(=O)oc2cc1OC)CCCC3	-28	-7	10	-4	-3	-24	2	3	1	-2.7
40	CCC[C@H]1[C@@H](OC(=O)N2CCN(c3ccccc3)CC2)CC[C@@]23CCCN2C(=O)CCC[C@@H]13	3	·	4	-14	4	-2	·	-1	-2	·
